Screening data deposited in PubChem BioAssay by National Center for Advancing Translational Sciences (NCATS).
KDM5B inh = inhibitors of human KDM5B histone demethylase; Q9UGL1; KDM5B demethylase, FDH-coupled NADH fluorescence (FDH is formaldehyde dehydrogenase); Potency, µM (top dose mostly 57.7 µM), inactives show at the top dose activity change, negative = inhibition, usual class: inhibitors; actives 2.6% (n = 220,000); AID 1347165; active means well fitted inhibition curve with a large enough effect; inconclusive means small, poorly fitted or top-dose-only effect; inactive means no such curve, though single readings can be large or run the other way; further: 0% is about no effect; nearly all actives have a fitted effect of over 70% in size
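qHTS format, multiple compound concentrations. Buffer 50 mM HEPES pH 7.5/0.01% Tween-20; 200 nM KDM5BΔAP final; 10 min compound preincubation; substrate-mix levels 12.5 µM peptide, 25 µM α-KG, 0.25 mM NAD⁺; 30 min RT; ΔRFU.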
Active calls of the source: *; ? = inconclusive; & = joins results of further samples; [ ] = remark or other dose. Potency means the concentration at half of the fitted maximal effect. These rows are one share of the data, so the mix of outcomes need not match the whole.

SMILES | KDM5B inh
N#Cc1cn(CC(=O)NCc2ccc(F)cc2)c2ccccc12 | 6%
O=C(CSc1n[nH]c(-c2ccccc2)n1)c1ccccc1 | 1%
CN1CC2(CCN(C(=O)CCc3nc(-c4ccco4)no3)C2)OC1=O (stereo unspecified) | -18%
COc1ccc(CNC(=O)[C@@H]2CCC[C@@H](NCc3ccc(C(F)(F)F)cc3)CN(C)C(=O)C2)cc1 | 29%
Cc1ccc(NC(=O)C(C)C)cc1Cl | -8%
NS(=O)(=O)c1cccc(NC(=O)c2ccccc2NS(=O)(=O)c2ccc(F)cc2)c1 | -138%
Cc1cncn1CCc1nc2c3ccccc3nc(SCC(=O)Nc3ccccc3F)n2n1 | -8%
CC(C)(C)c1ccc(C(=O)Nc2cc(F)ccc2F)cc1 | 3%
COc1ccc(OC)c(S(=O)(=O)N[C@H]2CO[C@H]3[C@@H]2OC[C@H]3OC(=O)Nc2cccc3ccccc23)c1 | -13%
COCC(C)NC(=O)COCc1cc(-c2ccc3c(c2)OCO3)on1 (stereo unspecified) | 55%[activator]
Cc1cc(C(=O)NC(C)c2ccc(F)cc2F)c2cnn(C(C)C)c2n1 (stereo unspecified) | ?
CCOC(=O)c1cc(/C(C)=N/OC(=O)c2ccc(C(C)(C)C)cc2)on1 | 16%
COc1ccc2c(=O)c(-c3ccc(OC)c(OC)c3)c(C(F)(F)F)oc2c1 | 2%
Cc1ccc2nc(N(CCCN(C)C)C(=O)c3ccco3)sc2c1 | 0%
CCOc1ccc(C(=O)N2CCN(Cc3cc(=O)n4nc(-c5cccc(OC)c5)sc4n3)CC2)cc1 | 1%
COc1cc(-c2nc(SCC(=O)NC3CCCC3)c(-c3ccccc3)[nH]2)cc(OC)c1OC | ?
O=C(c1cccc2ccccc12)N1CCC(c2nc3ccccc3o2)CC1 | 4%
CC(=O)N1CCc2nn(CC(=O)N3CCN(c4ccccc4)CC3)c(=O)cc2C1 | ?
O=C(c1ccc2ncccc2c1)N1CCC2(CC1)NCCc1c2[nH]c2ccccc12 | ?
Cc1cccc(C)c1NC(=O)CSc1ncc(-c2ccc(F)cc2)o1 | -2%
COc1ccc(C(=O)NCCC2CCN(C(=O)Nc3ccc(C)c(F)c3)CC2)cc1 | -19%
O=C1NC(=NC2CCCCC2)C2(CCN(Cc3ccccc3)C2)N1c1cccnc1 (stereo unspecified) | -7%[115 µM]
Nc1ncc([N+](=O)[O-])cc1S(=O)(=O)c1ccccc1 | -8%
Cc1ccc(-c2cc(C(=O)NCc3ccccn3)c3ccccc3n2)cc1C | ?
O=C(c1ccccc1F)N1CCC2(CC1)COc1ccccc1CN2 | -19%[86.2 µM]

Next part, overlapping the part above by 3 compounds.
SMILES | KDM5B inh
Nc1ncc([N+](=O)[O-])cc1S(=O)(=O)c1ccccc1 | -8%
Cc1ccc(-c2cc(C(=O)NCc3ccccn3)c3ccccc3n2)cc1C | ?
O=C(c1ccccc1F)N1CCC2(CC1)COc1ccccc1CN2 | -19%[86.2 µM]
COc1cccc(CNC(=O)CN2C(=O)N(c3cccc(C)c3)S(=O)(=O)c3ccccc32)c1OC | 5%
CCN(CC)C(=O)CSc1nnc2nnc3cc(C)ccc3n12 | 0%
CC(C)CN(CC(=O)NC(=O)NC(C)C)C1CC1 | -1%
CCn1ncc(CN2CCC3(CCC3OC)CC2)c1C (stereo unspecified) | -21%
COc1cccc(-n2c(=O)c3c4c(sc3n(Cc3ccccc3C#N)c2=O)CCCC4)c1 | -7%
CN(C)C(=O)C1CN(C(=O)c2ccc(C#N)cc2)CC12CCOCC2 (stereo unspecified) | 23%
COc1ccccc1CN1CCC(CNC(=O)c2cnn(-c3ccccc3Cl)c2C2CCN(C(=O)OC(C)(C)C)CC2)CC1 | 5%
CC(=O)N1CCC(NC[C@H]2O[C@H](Cc3cc(COc4ccccc4)on3)CC[C@@H]2O)CC1 | 11%
Cn1cc(C(=O)NCCNC(=O)Cc2ccccc2)c2ccccc21 | 1%
Cc1c(CC(=O)NCC(=O)O)c(=O)oc2cc3c(cc12)CCC(C)(C)O3 | ?
COc1cccc(C2CCN(C(=O)c3cn(CCc4ccccc4)nn3)C2)c1OC (stereo unspecified) | 24%
CC(OC(=O)c1cc(=O)[nH]c2ccccc12)C(=O)Nc1ccc(C(N)=O)cc1 (stereo unspecified) | ?
CCCCCCCCCCCC(=O)N/N=C\CC(C)C | 17%
CCCCn1nc(C(=O)Nc2nc3c(s2)CCCCC3)c2ccccc2c1=O | -16%
Cc1cccnc1CNC[C@H]1O[C@@H]2C[C@@H](CC(=O)NCc3nccn3C)O[C@@H]2[C@@H]1O | ?
CC(C)CNc1ccc2nncn2n1 | ?
Cc1ncoc1C(=O)N1CCCC(C(=O)c2ccc(-c3ccccc3)c(F)c2)C1 (stereo unspecified) | 16%
CC(=O)NCCC(=O)N1Cc2ccccc2CC2(CCN(Cc3cccnc3)C2)C1 (stereo unspecified) | -10%[115 µM]
CCC(=O)N(C)C(c1ccccc1)c1c[nH]c2ccccc12 (stereo unspecified) | -15%
COC[C@H]1CCCN1C(=O)C[C@@H]1O[C@H](CNC(=O)Nc2cccc(F)c2)[C@@H](O)[C@H]1O | ?
O=C(CCCc1ccccc1)NCc1nnc2c(-c3nc(C4CC4)no3)cccn12 | 28µM*
COC(=O)[C@@H](Cc1cccnc1)NC(=O)[C@@H]1CN(C(=O)c2cccc(F)c2)CCN1C(=O)C1CCCCC1 | 26%
O=C1c2cnc(-c3ccoc3)nc2OCCN1Cc1ccc(F)cc1F | 35µM*
Cc1oc(-c2ccccc2)nc1C(=O)OCC(=O)NC(N)=O | 9%
O=C(CSc1nc(=O)[nH]c2c1CCCC2)NCc1ccccc1 | 0%
Later entries:
SMILES | KDM5B inh
CCCn1cc(S(=O)(=O)c2cc(C)ccc2C)c(=O)c2cc(F)c(N3CCCCCC3)cc21 | ?
COc1ccc(Oc2c(C)oc3cc(OCC(=O)c4ccccc4)ccc3c2=O)cc1 | 14%
Cc1cccc(C)c1Nc1c(-c2ccc(N3CCOCC3)cc2)nc2ncccn12 | ?
O=C(NCCc1cnc[nH]1)c1ccc(-c2ncc3cnc(-c4cccc(F)c4)cn23)cc1 | ?
CCOC(=O)C1CCCN(C(=O)c2ccc(C)c(NC(=O)c3nsc4ccccc34)c2)C1 (stereo unspecified) | -20%
CN(C)c1ccc(CN2CCC3(C2)NC(=O)c2ccccc2O3)cc1 (stereo unspecified) | -21%[86.2 µM]
CCOC(=O)c1[nH]c(C)c(/C(C)=N\O)c1C | 36%
NC(=O)CSc1nnc(NC(=O)c2ccc(S(=O)(=O)N3CCOCC3)cc2)s1 | -3%
Cc1cccn2c(CNC3CCCc4ccccc43)c(C(=O)N3CCOCC3)nc12 (stereo unspecified) | -11%
Cc1ccc(-c2nnc([C@H]3CCN(Cc4ccc(S(C)(=O)=O)cc4)C3)o2)cc1 | -34%[86.2 µM]
O=C(C1CC(=O)N(c2n[nH]c3cccc(F)c23)C1)N1CCN(c2ccc(F)cc2)CC1 (stereo unspecified) | ?
C1=C(CCNCc2ccccn2)CCCC1 | -17%
Cc1n[nH]c(C)c1CCC(=O)N/N=C/c1cccs1 | 24%
O=C1NCCCCCCN(C(=O)c2cccnc2)[C@H]2C[C@H](C(=O)N3CCc4ccccc4C3)C[C@@H]12 | -18%
Fc1ccc(-c2noc3ncnc(NCc4ccc(Cl)cc4)c23)cc1 | -19%
CCOC(=O)C(CC)Sc1nc2c(cnn2-c2ccc(F)cc2)c(=O)[nH]1 (stereo unspecified) | 39%
Cc1cc(NC(=O)c2ccc(-c3ccc(Cl)cc3)o2)cc(-c2nc3ncccc3o2)c1O | -14%
Cc1[nH]c2ccccc2c1C(=O)C(C)OC(=O)c1ccc2c(c1)NC(=O)CS2 (stereo unspecified) | -13%
Clc1cccc(CN2CCN(Cc3ccco3)CC2)c1 | ?
N#Cc1nc(-c2ccc([N+](=O)[O-])cc2)oc1N1CCN(CCO)CC1 | 7%
Cc1ccc(S(=O)(=O)Oc2ccc3c(c2)O/C(=C\c2cccc(C)c2)C3=O)cc1 | -3%
Cc1ccc(Cl)cc1-n1ncc2c(NCC3CCCO3)ncnc21 (stereo unspecified) | 8%
CC(C)CCNC(=O)c1ccc(Cn2c(=O)c3cccn3c3cccnc32)cc1 | ?
O=C(CCc1ncc(-c2ccccc2F)o1)Nc1ccccc1N1CCOCC1 | 9%
O=C(Cc1ccccc1)N1CCC2(CC1)CC(N(Cc1ccccc1)C1CC1)CCO2 (stereo unspecified) | -14%
The list continues:
SMILES | KDM5B inh
COc1nc(OCC#N)nc(N2CCOCC2)n1 | 7%
CCOC(=O)c1cc(-c2csc(COc3ccccc3)n2)on1 | -4%
Cc1cc(C)cc(NC(=O)COC(=O)Cn2cnc3c2c(=O)n(C)c(=O)n3C)c1 | 16%
CC(=O)Nc1cccc(-c2n[nH]c3c2CC(=O)N(CC2CC2)C3)c1 | -16%[86.2 µM]
CCC(=O)N(C)CCc1cc2c(c(OC)c1/C=N/NC(=O)c1ccncc1)OCO2 | 3%
CCOc1ccc(S(=O)(=O)Nc2nc3ccccc3nc2Nc2ccc(N(C)C)cc2)cc1 | -8%
Fc1ccccc1-c1nnc(SCc2coc(-c3cccs3)n2)n1C1CC1 | -25%
CCOc1ccc(CC(=O)N2[C@@H]3CC[C@H]2CC(NC(=O)c2ccc(F)cc2)C3)cc1 (stereo partly specified) | -4%
CCOc1ccccc1C(=O)NCc1ccc2c(c1)CCN2C(C)=O | -2%
Cc1cccc(C(=O)N2CCN(C(=O)c3nnn4c3COC(c3ccccc3)C4)CC2)c1 (stereo unspecified) | 26%
COCCn1c(SCC(=O)N(C)c2ccccc2)nc2c([nH]c3ccccc32)c1=O | ?
CCc1ccc(C2C=C(c3ccc(OC)cc3)Nc3nnnn32)cc1 (stereo unspecified) | ?
CCOc1cccc(CN2CC(C(=O)NCc3ccncc3)C3(CCOCC3)C2)c1 (stereo unspecified) | -18%
O=C(Cn1ccn2nc(-c3ccc(F)cc3)c(CO)c2c1=O)Nc1cccc(F)c1 | ?
COC(=O)c1cnn(-c2ccc(Cl)cc2)c1/C=N/NC(N)=S | -10%
CC(C)(C)NC(=O)CN1C(=O)NC2(CCCCC2)C1=O | 10%
COc1cccc(CN2CCCCCCNC(=O)[C@@H]3C[C@@H](C(=O)N4CCc5ccccc5C4)C[C@@H]32)c1 | ?
COc1ccc(NC(=O)C(C)SCCO)cc1Cl (stereo unspecified) | -13%
O=C(NCc1ccccc1Cl)c1ccc2c(c1)N(Cc1ccccc1)C(=O)c1ccccc1S2 | -18%
O[C@@H]1CC(CNCc2ccc(F)cc2)(COc2ccc(C(F)(F)F)cn2)C[C@@H]1O (stereo partly specified) | 6%
COCCCNC(=O)CCCN1C(=O)COc2ccc(C(=O)COc3ccc(C)c(C)c3)cc21 | -4%
CC1CCCC(NC(=O)C2CCC(CNc3c(N4CCCC4)c(=O)c3=O)CC2)C1C (stereo unspecified) | 17%
O=C(Cc1cccs1)N1CCN(c2cc(C(F)(F)F)ncn2)CC1 | -5%
CCOC(=O)C1CCCN(C(=O)c2cc3c(s2)CN(C2CCCC2)C3)C1 (stereo unspecified) | ?
Cc1ccc(/C=C/C(=O)N2CCC(c3nc4ccccc4o3)CC2)cc1 | -4%&-23%
Next section.
SMILES | KDM5B inh
CCOc1ccc(NC(=O)COc2ncnc3ccc(Br)cc23)cc1 | 9%
CSc1nc(C(C)C)nc(C)c1C(=O)Nc1ccc(Cl)cc1C | 6%
CCCS(=O)(=O)c1nc(S(=O)(=O)c2ccc(C)cc2)c(N(C)Cc2ccccc2)s1 | -15%
CC(C)CNC(=O)C1CCN(C(=O)C(C)(C)C)CC1 | 16%
O=C(Nc1sc2c(c1C(=O)NCc1ccco1)CCCC2)c1cc(=O)c2cc(Cl)ccc2o1 | -7%
CN(Cc1ccccc1)C(=O)COc1ccc2ccccc2c1 | 11%
N#Cc1ccccc1COC(=O)c1cc2ccccc2[nH]1 | -19%
COc1cc(/C=C/C(=O)O)cc(S(=O)(=O)Nc2cc(Cl)c(Cl)cc2Cl)c1OC | 28%
Cc1nc2n(c(=O)c1C)CN(CCN1CCOCC1)CN2c1ccc(Oc2ccccc2)cc1 | 20%

Structural class, the compounds so far containing a Cl atom (12)
SMILES | KDM5B inh
Cc1ccc(NC(=O)C(C)C)cc1Cl | -8%
COc1ccccc1CN1CCC(CNC(=O)c2cnn(-c3ccccc3Cl)c2C2CCN(C(=O)OC(C)(C)C)CC2)CC1 | 5%
Fc1ccc(-c2noc3ncnc(NCc4ccc(Cl)cc4)c23)cc1 | -19%
Cc1cc(NC(=O)c2ccc(-c3ccc(Cl)cc3)o2)cc(-c2nc3ncccc3o2)c1O | -14%
Clc1cccc(CN2CCN(Cc3ccco3)CC2)c1 | ?
Cc1ccc(Cl)cc1-n1ncc2c(NCC3CCCO3)ncnc21 (stereo unspecified) | 8%
COC(=O)c1cnn(-c2ccc(Cl)cc2)c1/C=N/NC(N)=S | -10%
COc1ccc(NC(=O)C(C)SCCO)cc1Cl (stereo unspecified) | -13%
O=C(NCc1ccccc1Cl)c1ccc2c(c1)N(Cc1ccccc1)C(=O)c1ccccc1S2 | -18%
CSc1nc(C(C)C)nc(C)c1C(=O)Nc1ccc(Cl)cc1C | 6%
O=C(Nc1sc2c(c1C(=O)NCc1ccco1)CCCC2)c1cc(=O)c2cc(Cl)ccc2o1 | -7%
COc1cc(/C=C/C(=O)O)cc(S(=O)(=O)Nc2cc(Cl)c(Cl)cc2Cl)c1OC | 28%
